a7 integrin act: activates integrin-mediated alleviation for muscular dystrophy; alpha7betagal myoblasts, beta-gal FDG fluorescence, 48 h; Potency, µM (highest dose often 38.3 µM), without a hit: at the top dose activation, hits mostly activators; 350,000 tested, 0.064% active;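 also: potency is read from the fitted curve at half-maximal effect; 100% = response of the positive control SU9516; nearly all actives have a fitted effect of over 60% in size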
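alpha7betagal+/- myoblasts (passage 13, 250/well) treated 48 h at 37C with compounds at 1:260 dilution of DMSO stock. Lysed, then beta-galactosidase activity read as FDG fluorescence (ex 480/em 540) after 30 min, with pre-read for autofluorescence.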
FBPA coupling cs: counter-screen for Giardia aldolase inhibitors: coupling enzyme system; activity change, negative = inhibition, % at 58.2 µM, hits read low; coupling enzyme system counterscreen, AmpLite Red fluorescence; 290,000 tested, 0.67% active; in the data active = activity change below about -30%; also: % is scaled to controls: 0 for no effect and ±100 for the full control effect
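Counterscreen of the coupled detection system alone, without aldolase: glyceraldehyde-3-phosphate coupling enzymes plus AmpLite Red readout. Compounds at 57.5 uM final, 10 min RT preincubation, 20 min RT reaction, fluorescence 525/598 nm.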
B2AR arrestin: agonists driving beta-arrestin recruitment to human beta2-adrenergic receptor. Potency, µM (titrated, usually from 46.1 µM), for inactives: at the highest dose activation, usual class: activators. AID 492947. beta-arrestin recruitment to beta2AR, cell-based reporter. 330,000 tested, 0.02% active. P07550;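 also: potency is read from the fitted curve at half-maximal effect; 0% = DMSO controls and full agonism = EC100 isoproterenol or metaproterenol; nearly all actives have a fitted effect of over 65% in size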
Target sequence (P07550 whole entry, looked up): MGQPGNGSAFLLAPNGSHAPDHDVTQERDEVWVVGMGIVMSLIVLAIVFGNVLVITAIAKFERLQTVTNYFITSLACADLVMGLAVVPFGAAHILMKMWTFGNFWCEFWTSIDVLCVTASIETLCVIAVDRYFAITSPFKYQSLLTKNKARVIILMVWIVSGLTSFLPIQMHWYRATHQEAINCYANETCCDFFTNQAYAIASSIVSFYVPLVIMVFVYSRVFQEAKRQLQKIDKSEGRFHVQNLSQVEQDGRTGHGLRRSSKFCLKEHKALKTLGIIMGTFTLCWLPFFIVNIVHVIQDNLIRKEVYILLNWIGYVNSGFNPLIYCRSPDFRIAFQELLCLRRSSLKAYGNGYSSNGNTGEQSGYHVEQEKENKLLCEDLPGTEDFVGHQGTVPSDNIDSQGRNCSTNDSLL
S-ASM inh: human S-ASM enzyme inhibition; P17405; placental ASM, HMU-PC fluorogenic substrate, 60 min; Potency, µM (doses to about 57.5 µM), without a hit: at the top dose activity change, negative = inhibition, usual class: inhibitors; 340,000 tested, 0.006% active; also: potency is read from the fitted curve at half-maximal effect
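Human placenta-derived ASM enzyme was preincubated with compound for 10 minutes at room temperature, then given fluorogenic substrate HMU-PC0 (9 uM final) for 60 minutes at 37 °C; a pH 10 stop preceded fluorescence reading at Ex 386/Em 447 nm.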
Chronic BCR inh: blocks chronic active B-cell receptor signaling | ABC-DLBCL IkBa-CBG/CBR reporter, luminescence ratio, 4 h | Potency, µM (titrated, usually from 46.1 µM), without a hit: top-dose ratio change, negative = lower green/red ratio, most hits filed as inhibitors | 340,000 tested, 0.05% active | AID 493014; active = well fitted inhibition curve with a large enough effect in the signal ratio, with a control signal flat, not every such curve was filed as active; inconclusive = small, poorly fitted or top-dose-only effect, or effect the other way, or a change in a side signal; the % refers to the signal ratio;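 also: potency is read from the fitted curve at half-maximal effect; plate controls were basal doxycycline-induced cells for no effect and cells given 10 µM MG132 for full effect; MG132 reads +100%, hits lower the ratio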
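Compounds up to 46 uM were incubated four hours with TMD8 cells whose green CBG68 luciferase is fused to IkappaBalpha; red CBR luminescence normalised the signal, and concentration-effect curves were fitted to fusion, red and ratio data.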
TSG101-PTAP inh: blocks PTAP/TSG101 interaction to inhibit HIV-1 budding; Q99816; 340,000 tested, under 10 active; Potency, µM (doses to about 115 µM), without a hit: top-dose activity change, negative = inhibition, most hits filed as inhibitors; Fluorescence polarization, FITC-PTAP peptide / Tsg101 binding; active = well fitted inhibition curve with a large enough effect in the main read-out, with a control signal flat, not every such curve was filed as active; inconclusive = small, poorly fitted or top-dose-only effect, or effect the other way, or a change in a side signal; inactive = no such curve, though single readings can be large or run the other way; also: potency is read from the fitted curve at half-maximal effect; % of control where 0% means no effect
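FP read-out: FITC-PTAP peptide, 50 nM final, binding Tsg101 binding domain, 10 uM final; 20 min, r.t.; 10 mM HEPES pH 7.5, 0.15 M NaCl, 0.01% Tween 20, 3 mM EDTA, 0.1 mM TCEP.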
Tb PFK inh: blocks T. brucei phosphofructokinase; 330,000 tested, 0.17% active; Potency, µM (highest dose often 57.5 µM), for the others: at the highest dose activity, negative = inhibition, hits mostly inhibitors; T. brucei PFK, ADP-Glo luminescence; O15648;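 also: potency is read from the fitted curve at half-maximal effect; 0% = uninhibited 1x PFK enzyme wells and -100% = no-enzyme wells; nearly all actives have a fitted effect of over 60% in size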
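PFK 1.25 nM, F6P 0.5 mM, ATP 0.1 mM, 0.1 M TEA pH 8.0, 5 mM MgCl2, 0.01% Tween20, 0.1% BSA; 45 min RT. ADP-Glo readout. qHTS titration up to 57 uM; curves fitted, compounds curve-classed.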
Giardia killer: Giardia lamblia killing; Giardia lamblia trophozoite viability; activity change, % at 7.66 µM, hits read low; 340,000 tested, 0.15% active; in the data active = activity change below about -80%; inconclusive = between about -30% and that limit;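 also: parasites exposed to compound for two days anaerobically before the ATP read; % is scaled to controls: 0 for no effect and ±100 for the full control effect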
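Compounds were tested on trophozoites seeded at 100 cells/well and held 48 hrs at 37 deg C anaerobically. An ATP-based luminescent kit measured the remaining live cells.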
PKM2 activator: PKM2 (human) enzyme activation; P14618; purified PKM2, Kinase-Glo ATP luminescence, activation; response scale: 0% is enzyme alone, no compound; Potency, µM (doses to about 57.5 µM), inactives show at the top dose activation, most hits filed as activators; 260,000 tested, 0.34% active; also: potency is read from the fitted curve at half-maximal effect; % is scaled to controls: 0 for no effect and ±100 for the full control effect; nearly all actives have a fitted effect of over 55% in size
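Purified hPK-M2 (>95% pure) converted ADP (0.1 mM final) to ATP with 0.5 mM PEP in 50 mM imidazole pH7.2, KCl, MgCl2, Tween 20, BSA; 1 h at room temperature. ATP detected by Kinase-Glo luminescence.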
Menin MLL FP TR: menin-MLL binding inhibition, Texas Red mutant peptide; O00255; Menin + Texas Red MLL mutant peptide, fluorescence polarization; Potency, µM (highest dose often 61.6 µM), for inactives: top-dose FP activity change, negative = inhibition, actives largely listed as inhibitors; 270,000 tested, 0.23% active; active = well fitted inhibition curve with a large enough effect in the polarisation, with a control signal flat, not every such curve was filed as active; inconclusive = small, poorly fitted or top-dose-only effect, or effect the other way, or a change in a side signal; inactive = no such curve, though single readings can be large or run the other way; the % refers to the polarisation; also: potency is read from the fitted curve at half-maximal effect; % of control where 0% means no effect; many of its hits are not listed in these tables
GALK inhibitor: inhibitors of human galactokinase; P51570; Purified GALK, Kinase-Glo residual ATP luminescence; Potency, µM (highest dose often 57.5 µM), for the others: at the top dose activity change, negative = inhibition, hits mostly inhibitors; 270,000 tested, 0.007% active; AID 1868; also: potency is read from the fitted curve at half-maximal effect; % is scaled to controls: 0 for no effect and ±100 for the full control effect
Target sequence (P51570 whole entry, looked up): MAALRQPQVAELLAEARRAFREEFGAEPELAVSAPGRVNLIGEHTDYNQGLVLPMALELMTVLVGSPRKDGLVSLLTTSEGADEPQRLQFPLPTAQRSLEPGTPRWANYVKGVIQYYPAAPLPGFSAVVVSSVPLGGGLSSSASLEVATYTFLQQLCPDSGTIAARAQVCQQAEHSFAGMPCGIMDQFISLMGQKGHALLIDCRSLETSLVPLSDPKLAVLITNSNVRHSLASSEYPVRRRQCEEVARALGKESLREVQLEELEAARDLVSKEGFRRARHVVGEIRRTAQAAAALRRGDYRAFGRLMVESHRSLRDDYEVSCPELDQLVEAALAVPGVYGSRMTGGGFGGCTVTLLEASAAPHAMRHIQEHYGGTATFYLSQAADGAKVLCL
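ATP-depletion format; final 35 uM ATP, 100 uM D-galactose, 5 nM enzyme; pH 8.0 HEPES/Mg2+ buffer; 60 min RT; luminescence read 10 min after detection reagent.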
An asterisk follows results filed as active; ? = inconclusive; / = no result given; [ ] = remark or other dose. Unless noted, calls follow the shape of the dose curve; as a rule, active = well fitted curve in the direction sought with a large enough effect; inconclusive = small, poorly fitted or top-dose-only effect, or another doubt; inactive = no such curve, though single readings can be large; an effect the other way counts as inactive or inconclusive. Only part of the results is shown. The share of hits here may be higher or lower than overall.

SMILES	a7 integrin act	FBPA coupling cs	B2AR arrestin	S-ASM inh	Chronic BCR inh	TSG101-PTAP inh	Tb PFK inh	Giardia killer	PKM2 activator	Menin MLL FP TR	GALK inhibitor
OC1CCCN(C(=S)Nc2ccc(SC(F)F)cc2)C1 (centres undefined)	-2%	2	-0.2%	6%	1%	1%	-3%	-16	-17%	-16%	-2%
O=C1CC(NCc2ccccc2F)C(=O)N1c1ccccc1 (centres undefined)	3%	1	0.0%	1%	5%	-12%	-3%	-3	1%	2%	18%
CC(Oc1ccccc1)C(=O)Nc1ccccc1O (centres undefined)	9%	-1	-0.2%	-1%	?	-1%	-1%	-11	3%	10%	0%
COc1cc(OC)c(OC)cc1/C=N/NC(=S)NCCN1CCOCC1	-5%	0	0.2%	180%[activator]	?	1%	0%	-8	1%	8%	1%
COCCNC(=O)c1ccc2c(=O)n(Cc3ccco3)c(SCC(=O)Nc3ccc(OC)cc3OC)nc2c1	0%	0	-0.2%	-7%	1%	-4%	-1%	14	/	17%	2%
Cn1c(=O)c(=O)n(C)c2cc(S(=O)(=O)CCC(=O)N3CCOCC3)ccc21	6%	1	-0.5%	5%	-12%	3%	5%	-2	?	-21%	0%
O=C(COC(=O)C1CCCCC1)Nc1cccc(F)c1	-3%	/	-0.2%	3%	1%	-8%	-5%	8	/	/	/
CCN(CC)CCN1C(=O)/C(=C\c2ccc(Cl)c([N+](=O)[O-])c2)SC1=Nc1ccc(OC)cc1	-72%[inhibitor]	1	-0.4%	?	?	-1%	0%	2	4%	?	0%
N#CCCN(Cc1cccnc1)S(=O)(=O)c1ccc(S(=O)(=O)N2CCCCCC2)cc1	5%	2	-2.0%	0%	-1%	-3%	-3%	15	-1%	-3%	5%
COc1cccc(-c2nnc(NC(=O)C(C)C)o2)c1	6%	0	-0.3%	-4%	?	-1%	3%	?	6%	-17%	-4%
CN1C(=O)/C(=C/c2cc(N=Nc3ccccc3)ccc2O)SC1=S	-3%	0	0.5%	-23%	-2%	-10%	-1%	-14	-14%	?	4%
COCCCN1C(=O)c2ccc(C(=O)Nc3ccccc3OC)cc2C1=O	-20%	0	-0.1%	-2%	-9%	3%	1%	-14	-1%	0%	-6%
CCN(CC(=O)NCc1ccc(F)cc1)C(=O)c1ccc(C)o1	-7%	0	-0.7%	-2%	-1%	-1%	-3%	-4	0%	6%	-1%
Clc1c(-c2ccccc2)nc2ccccn12	43%	-2	-1.0%	-1%	-5%	0%	1%	?	-3%	0%	-3%
Cc1ccc(NC(=O)CCCc2ccccc2)nc1	5%	1	0.1%	7%	?	2%	1%	11	-9%	7%	-2%
O=c1cc(/C=C/c2ccccc2)oc2c1ccc1ccccc12	12%	0	0.0%	96%[activator]	0%	-2%	0%	9	0%	15%	/
O=C(NCC(=O)N1CCN(C(=O)c2ccccc2)CC1)c1ccc(Cl)cc1Cl	34%	/	0.2%	2%	-1%	0%	2%	3	/	/	/
O=C(Cc1cccc2ccccc12)NCCc1ccccc1	-32%	1	-1.2%	-1%	?	-1%	0%	-6	0%	0%	0%
CCNc1nc(NCC)n2c(SCC(=O)Nc3cccc(F)c3)nnc2n1	-10%	/	0.2%	3%	?	-7%	?	-20	/	/	/
COC(=O)[C@H](CCSC)NC(=O)Nc1cccc(Br)c1	10%	2	-0.2%	3%	2%	3%	1%	-11	0%	/	-5%
C/C(=N\NC(=O)c1ccoc1C)c1cccc2ccccc12	8%	-5	-0.5%	2%	?	-5%	2%	-13	0%	-44%	0%
O=C(CSc1ncn(-c2ccccc2)n1)Nc1ccc2c(c1)OCO2	-11%	0	-0.6%	-1%	-1%	-2%	2%	6	-3%	-17%	0%
CCC(C)Nc1nc(-c2ccccn2)nc2ccccc12 (centres undefined)	-77%[inhibitor]	-1	0.3%	2%	?	0%	-3%	16	/	?	-1%
Cc1nc2nc(-c3ccccc3)cn2nc1C	13%	0	/	/	/	-3%	/	0	-48%	-25%	13%
CSc1scc2c1-c1nc(SCC(=O)C(C)(C)C)ncc1CC2	-6%	2	0.5%	152%[activator]	15%	-1%	-4%	-6	12%	/	/
Cc1c(Cl)c(-c2n[nH]c(=S)n2Cc2ccco2)nn1C	4%	-1	-1.0%	2%	7%	-5%	-1%	-2	3%	13%	4%
CCOC(=O)c1sc2nccc(N(C)C)c2c1N=CNOC	34%	0	-1.0%	424%[activator]	?	1%	2%	14	-10%	-10%	0%
CC(C)N(CCNC(=O)COc1ccc2oc3c(c2c1)CCCC3)C(C)C	-51%[inhibitor]	/	-0.1%	-1%	-7%	2%	1%	14	-9%	/	0%
COc1ccccc1C(=O)N/N=C(\C)CC(=O)Nc1ccc2c(c1)OCCO2	-25%	4	0.1%	-1%	?	2%	1%	?	/	-9%	11%
CSc1nc(-c2ccccc2)nn1S(=O)(=O)c1ccccc1	-10%	0	-0.9%	5%	-2%	-5%	1%	1	2%	4%	0%
Cc1ccc2c(c1)C(=NC1CCCCC1)c1cc3ccccc3nc1-2	9%	1	-0.2%	-1%	-1%	-1%	-1%	-19	-5%	-12%	0%
O=C(CCSc1nc2cc(Cl)ccc2o1)N1CCOCC1	-7%	1	0.1%	0%	-15%	4%	-5%	0	4%	-17%	-3%
CC1(C)C(=O)NCCN1C(=O)CC1C(=O)NCCN1CC(c1ccccc1)c1ccccc1 (centres undefined)	-34%	-7	-0.3%	14%	1%	-4%	-1%	0	-1%	10%	7%
C=C1CCC(C)C(C)(CCC2=CCOC2=O)C/C=C\C=C/1C(=O)O (centres undefined)	-2%	19	-0.8%	1%	0%	-3%	-3%	-16	-12%	/	3%
O=C(NCC1CCCO1)c1ccc2[nH]c3c(c2c1)CCCC3 (centres undefined)	27%	/	-0.1%	0%	?	0%	-4%	-14	/	/	/
N#CC1=C(N)OC2=C(C(=O)CCC2)[C@]12C(=O)N(CC(N)=O)c1ccccc12	-33%	0	-0.4%	1%	-2%	-1%	2%	13	2%	2%	3%
CN(C)/C=C/C(=O)c1ccc(-n2cccc2)cc1	37%	0	-0.1%	1%	1%	-3%	-3%	-1	-3%	3%	4%
CCOC(=O)N1CCN(C(=O)CSCc2ccc(C)cc2)CC1	8%	1	-0.5%	6%	6%	-5%	0%	24	-4%	-24%	-3%
NC(=O)C1CCCN(C(=O)Nc2cccc3ccccc23)C1 (centres undefined)	5%	-17	-0.6%	6%	-9%	5%	-1%	-6	7%	13%	1%
CCCN(CC1CCCO1)C(=O)c1cc(COc2cccc(OC)c2)on1 (centres undefined)	2%	/	-1.1%	-3%	8%	-5%	-9%	-3	-1%	/	6%
C/C(=N/NS(=O)(=O)c1cc(C)ccc1C)c1ccncc1	-16%	/	-0.7%	1%	4%	-2%	2%	10	1%	/	-9%
CCC(C)N=CC1=C(O)CC(c2ccccc2)CC1=O (centres undefined)	3%	10	0.1%	-3%	-4%	-2%	-5%	-17	-5%	-18%	1%
CCN(CC(=O)Nc1c(F)cccc1F)C(=O)c1ccc(C)c(S(=O)(=O)N2CCCCC2)c1	-26%	/	0.3%	-1%	2%	-5%	0%	-2	/	/	/
COc1ccc(NS(=O)(=O)c2ccc(C(=O)N3CCCCCC3)cc2)cc1	-58%[inhibitor]	/	-0.2%	5%	-2%	-6%	1%	-8	/	/	/
CC(C)c1ccc(S(=O)(=O)NC2CCCC2)cc1	36%	/	-0.1%	-2%	-1%	0%	-1%	1	-6%	/	-3%
O=C(CS(=O)(=O)c1ccccc1)Nc1ccc(S(=O)(=O)Nc2ncccn2)cc1	-10%	3	0.5%	0%	-3%	0%	6%	9	/	3%	1%
O=C1OC(N2C(=O)CC[C@H]2C(=O)Nc2ccc(Br)cc2F)c2ccccc21 (some centres undefined)	1%	1	0.4%	2%	4%	-1%	-6%	11	21%	-1%	/
Cc1nc(C)c(C(=O)NNS(=O)(=O)c2ccc3ccccc3c2)s1	-41%	3	-1.5%	2%	-1%	1%	2%	4	0%	-15%	-1%
Nc1nc(-c2ccc(Cl)cc2)c(N=Nc2ccc(S(=O)(=O)N3CCOCC3)cc2)s1	-13%	1	0.0%	-6%	-1%	1%	-9%	-6	-15%	?	4%

Source: PubChem BioAssay
